SRC2 inh: human SRC2 (NCOA2) inhibition; HEK293 GAL4-SRC2 luciferase reporter, luminescence; inhibition, % at 9 µM; actives 0.17% (n = 370,000); AID 651957;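 active = inhibition above the mean inhibition of all tested compounds plus 3 SD, set per campaign, cut at about 52% in these data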;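 note: 0% = DMSO treated cells and 100% = cells given Gossypol at 36 µM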
TROY signal inh: inhibitors of TROY-dependent NF-kB signaling; Q293 LMP1-TROYcd NF-kB luciferase reporter, 4 h; inhibition, % at 10 µM; actives 0.98% (n = 360,000);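 active = compounds whose plate-normalised and pattern-corrected inhibition of the luciferase reporter signal at the single screening dose is 50% or more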
KKLEB cytotox: CF airway cell cytotoxicity counter-screen; KKLEB CF airway cells viability, ATPlite luminescence, overnight; stronger effect = lower value; cells stimulated with P. aeruginosa culture filtrate; activity change (cytotoxicity), % at 5 µM; actives 0.36% (n = 360,000);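 active = corrected activity change at or below -50% at 5 µM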
C8 TRAIL sens: caspase-8 TRAIL sensitization | NB7+C8 cells + TRAIL, ATPlite viability luminescence | inhibition (viability loss, TRAIL sensitization), % at 10 µM | AID 624354 | actives 1% (n = 360,000);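 active = compounds causing at least 50% loss of cell viability in the single-dose screen, relative to plate controls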
SRC1 inh: inhibits human SRC1 coactivator. HEK293 GAL4-SRC1 luciferase reporter, luminescence. inhibition, % at 3.6 µM. actives 0.12% (n = 360,000). AID 588354;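 active = inhibition above the campaign mean plus 3 SD, with each screening campaign given its own cutoff, cut at about 60% in these data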;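 note: 0% = DMSO treated cells and 100% = gossypol at 36 µM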
Target sequence (Q15788 whole entry, looked up, the tested form may be a part): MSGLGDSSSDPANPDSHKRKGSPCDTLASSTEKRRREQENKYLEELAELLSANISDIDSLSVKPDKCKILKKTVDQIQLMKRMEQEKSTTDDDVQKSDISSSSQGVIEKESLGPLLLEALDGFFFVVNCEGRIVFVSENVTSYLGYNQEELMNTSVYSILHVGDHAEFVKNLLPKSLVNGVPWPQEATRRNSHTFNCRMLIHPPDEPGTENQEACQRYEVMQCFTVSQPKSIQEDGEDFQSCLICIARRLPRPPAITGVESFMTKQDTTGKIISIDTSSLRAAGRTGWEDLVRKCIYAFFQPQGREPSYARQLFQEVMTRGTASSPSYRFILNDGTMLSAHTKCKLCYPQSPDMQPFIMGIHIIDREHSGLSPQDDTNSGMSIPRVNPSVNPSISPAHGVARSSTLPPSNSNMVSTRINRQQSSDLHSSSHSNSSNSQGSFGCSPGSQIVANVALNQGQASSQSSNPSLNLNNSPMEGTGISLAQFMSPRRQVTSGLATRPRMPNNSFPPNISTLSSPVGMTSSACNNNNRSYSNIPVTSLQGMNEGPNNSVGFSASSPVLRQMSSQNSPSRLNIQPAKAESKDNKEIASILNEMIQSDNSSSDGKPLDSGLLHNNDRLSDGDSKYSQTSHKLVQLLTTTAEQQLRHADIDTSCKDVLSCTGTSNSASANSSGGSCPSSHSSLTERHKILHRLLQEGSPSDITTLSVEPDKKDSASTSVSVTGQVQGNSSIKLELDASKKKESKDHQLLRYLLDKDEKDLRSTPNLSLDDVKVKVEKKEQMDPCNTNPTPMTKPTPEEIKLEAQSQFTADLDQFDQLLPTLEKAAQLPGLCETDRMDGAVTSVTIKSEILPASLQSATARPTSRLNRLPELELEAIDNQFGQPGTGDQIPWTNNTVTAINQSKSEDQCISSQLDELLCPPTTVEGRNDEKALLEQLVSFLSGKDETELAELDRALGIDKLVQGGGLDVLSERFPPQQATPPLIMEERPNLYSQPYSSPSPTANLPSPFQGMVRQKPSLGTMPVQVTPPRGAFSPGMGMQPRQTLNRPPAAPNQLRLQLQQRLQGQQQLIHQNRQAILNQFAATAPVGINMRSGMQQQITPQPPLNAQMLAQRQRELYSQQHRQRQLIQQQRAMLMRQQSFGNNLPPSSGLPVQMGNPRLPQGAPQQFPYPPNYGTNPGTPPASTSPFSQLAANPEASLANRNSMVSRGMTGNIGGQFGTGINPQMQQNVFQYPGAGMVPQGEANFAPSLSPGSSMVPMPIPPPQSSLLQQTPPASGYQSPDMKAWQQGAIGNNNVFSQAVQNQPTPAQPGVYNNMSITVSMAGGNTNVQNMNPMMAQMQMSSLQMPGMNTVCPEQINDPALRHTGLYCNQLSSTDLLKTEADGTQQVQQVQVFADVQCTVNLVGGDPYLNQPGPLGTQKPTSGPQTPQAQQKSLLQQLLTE
EBV LMP1 NFkB: inhibitors of Epstein-Barr LMP1-induced NF-kappaB reporter; actives 0.69% (n = 350,000); inhibition, % at 12.5 µM; AID 504558; LMP1-induced NF-kappaB luciferase reporter cells, luminescence; in the data active = inhibition above about 41%; inconclusive = no clear call, values can overlap the other calls;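 note: 0% = neutral control wells and 100% = reference inhibitor control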
CF NFkB block: blocks PAF-induced NF-kB reporter in cystic fibrosis cells | AID 588850 | KKLEB NF-kB-GFP reporter, GFP fluorescence overnight | inhibition, % at 5 µM | actives 0.86% (n = 360,000);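 active = at least 50% inhibition at 5 µM, scaled per plate between neutral and stimulator controls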;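 note: PAF is a Pseudomonas aeruginosa culture filtrate used as stimulus; plate controls were PAF-stimulated DMSO wells for no effect and unstimulated DMSO wells for full effect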
LRH-1 inv ag: NR5A2 inverse agonism in reporter assay; inhibition, % at 3.6 µM; O00482; actives 0.13% (n = 360,000); HEK293T StAR-luciferase reporter, LRH-1 transfected, 24 h; AID 602396;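 active = inhibition above the mean inhibition of all tested compounds plus 3 SD, cut at about 73% in these data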;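 note: 0% = DMSO wells and 100% = reporter-only cells lacking LRH-1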
TWEAK Fn14 block: TWEAK-Fn14 signaling inhibition; TWEAK-stimulated Fn14 reporter cells, luciferase luminescence, 8 h; inhibition, % at 10 µM; actives 2% (n = 360,000); AID 1159606; in the data active = inhibition above about 50%
NR2F2 inh: NR2F2 (human) inhibition, primary screen; inhibition, % at 8.6 µM; actives 0.7% (n = 370,000); HEK293T NGFI-A luciferase reporter, luminescence;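 active = inhibition above a per-plate cutoff, mean inhibition of test wells between control levels plus 3 SD, cut at about 38% in these data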;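 note: cells cotransfected with COUP-TFII expression vector driving the NGFI-A reporter; 0% = median of COUP-TF2 test wells and 100% = reporter-only cells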
NCOA3 inh: human NCOA3 inhibition; Q9Y6Q9; HEK293 GAL4-SRC3 luciferase reporter, luminescence; inhibition, % at 3.6 µM; actives 0.17% (n = 360,000); AID 588352;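 active = inhibition above a per-campaign cutoff, the mean of all compounds plus 3 SD, cut at about 60% in these data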;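 note: 0% = DMSO-treated cells and 100% = gossypol-treated cells at 36 µM; higher means less SRC3-driven luciferase light from the GAL4 reporter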
* hit, by the source's call; ? = inconclusive; . = no result given.

SMILES	SRC2 inh	TROY signal inh	KKLEB cytotox	C8 TRAIL sens	SRC1 inh	EBV LMP1 NFkB	CF NFkB block	LRH-1 inv ag	TWEAK Fn14 block	NR2F2 inh	NCOA3 inh
CC(CCc1ccccc1)NC(=O)c1ccco1 (stereo not drawn)	-14	3	0	-9	-1	-7	-2	-2	2	15	2
CCCCOc1ccc(C(C)NC(=O)CCS(=O)(=O)Cc2ccccc2F)cc1 (stereo not drawn)	18	14	-4	6	-13	6	-1	-6	5	16	10
O=C(COc1ncnc2cc([N+](=O)[O-])ccc12)NCCc1ccc(Cl)cc1	-11	13	-5	-6	-10	6	-1	6	-4	-7	6
CC(C)C1Nc2ccc(S(N)(=O)=O)cc2C2C=CCC21 (stereo not drawn)	26	17	3	-4	6	-1	-2	16	2	20	-16
CCCCCC(=O)N1C[C@@H](O)[C@H](n2cc(C3CC3)nn2)C[C@@H]1c1ccc(C)cc1	10	-4	-5	1	3	?	4	5	4	15	4
CCCc1cc(=O)oc2cc(OCC(=O)N3C[C@H]4C[C@@H](C3)c3cccc(=O)n3C4)c(Cl)cc12	-6	12	20	1	13	-2	-5	7	40	-2	-22
CCOC(=O)C1CCN(C(=O)C(C)Sc2ccc(Cl)cc2)CC1 (stereo not drawn)	-5	-31	0	-15	8	2	-19	20	-16	10	29
COc1ccc(-c2noc(CCC(=O)N3CCN(c4ccc(Cl)cc4)CC3)n2)cc1	-3	8	-12	-10	-5	6	15	-7	10	-16	8
Cc1ccc(N(Cc2ccccc2)C(=O)Cc2ccc(S(=O)(=O)N3CCOCC3)s2)cc1	-17	-45	-5	-1	-20	-25	-1	-4	-5	16	6
COc1ccc(NC(=O)Nc2cccc3c2O[C@H](CN(C)C(=O)NC2CCCCC2)[C@@H](C)CN([C@H](C)CO)C3=O)cc1	-12	-18	-21	1	2	-5	9	-8	-7	5	8
CCOC(=O)c1c(NC(=O)c2nn(C)cc2[N+](=O)[O-])sc(C)c1C	-8	3	4	-9	-28	-6	-19	0	-17	10	2
CCC(Sc1nc2n[nH]c(C)c2c(=N)n1-c1cccc(Cl)c1C)C(=O)N(CC)CC (stereo not drawn)	-45	16	-36	8	13	0	10	-2	-4	-27	19
O=C(Cn1c(=O)oc2cc(S(=O)(=O)N3CCCC3)ccc21)N1CCCC1	9	-20	3	-3	-5	6	-18	6	5	-17	10
O=C(COC(=O)C1=COCCO1)Nc1ccccc1Oc1ccccc1	7	11	4	1	4	8	-11	9	64*	-1	-6
COc1ccccc1-n1nc(C(=O)Nc2ccc3c(c2)OCO3)c2ccccc2c1=O	-19	4	2	0	-10	3	-2	15	-8	1	10

Profiles as entered above.
CCOC(=O)c1c(NC(=O)c2nn(C)cc2[N+](=O)[O-])sc(C)c1C as listed: SRC2 inh: -8; TROY signal inh: 3; KKLEB cytotox: 4; C8 TRAIL sens: -9; SRC1 inh: -28; EBV LMP1 NFkB: -6; CF NFkB block: -19; LRH-1 inv ag: 0; TWEAK Fn14 block: -17; NR2F2 inh: 10; NCOA3 inh: 2
COc1ccc(-c2noc(CCC(=O)N3CCN(c4ccc(Cl)cc4)CC3)n2)cc1 as listed: SRC2 inh: -3; TROY signal inh: 8; KKLEB cytotox: -12; C8 TRAIL sens: -10; SRC1 inh: -5; EBV LMP1 NFkB: 6; CF NFkB block: 15; LRH-1 inv ag: -7; TWEAK Fn14 block: 10; NR2F2 inh: -16; NCOA3 inh: 8

New compounds follow:
SMILES	SRC2 inh	TROY signal inh	KKLEB cytotox	C8 TRAIL sens	SRC1 inh	EBV LMP1 NFkB	CF NFkB block	LRH-1 inv ag	TWEAK Fn14 block	NR2F2 inh	NCOA3 inh
CCc1ccc(N/C(=N/c2nc(C)cc(C)n2)NC(C)=O)cc1	-7	17	12	2	-1	7	-31	-53	-7	1	-18
CCOc1ccccc1NC(=O)NCc1ccccc1F	-4	-10	21	1	2	6	2	0	-20	16	4
CCOc1ccc(-c2nonc2NC(=O)c2ccco2)cc1OCC	-33	1	-8	16	4	3	21	4	1	-2	3
Cc1cc(OCC(=O)NCCCN2CCOCC2)c2c(C)cc(=O)oc2c1	-2	-3	-3	-17	-4	5	-11	8	-2	-4	21
COC(=O)C1=CO[C@@H](OC2OC(CO)C(O)C(O)C2O)[C@@H]2C(CO)=CC[C@H]12 (stereo partly drawn)	6	-4	-13	5	3	-12	14	9	-9	-2	-14
Cn1c(=O)oc2cc(S(=O)(=O)N3CCC4(CC3)OCCO4)ccc21	2	-35	8	5	-15	-3	-17	9	10	-6	-14
COc1cccc(NC(=O)Cn2c(=O)n(CCC(=O)NC3CCN(Cc4ccccc4)CC3)c(=O)c3ccccc32)c1	19	7	-4	-11	-8	7	6	7	-14	-3	12
Cn1c(C(=O)c2ccccc2[N+](=O)[O-])nc2ccccc21	19	-14	-3	-9	-33	-4	21	15	7	-6	3
Cc1n[nH]c(=O)nc1NCCN(C)C	-3	7	7	-5	3	3	-8	-10	1	2	12
COc1cccc(/C=N/NC(=O)C(=O)NCc2ccco2)c1O	-15	-26	-10	7	4	9	14	9	-3	12	25
Cc1ccnc(SCC(=O)Nc2cccc(S(=O)(=O)N3CCOCC3)c2)n1	-7	-7	7	14	-3	0	-1	-14	-13	11	-19
CC(=O)c1cc2c(cc1N/C(=N/S(=O)(=O)c1ccccc1)c1ccc(Cl)cc1)OCO2	-3	-28	8	-9	-23	-11	2	3	-6	5	-4
O=C(CO/N=C1\CCCc2nonc21)Nc1ccccc1Cl	15	3	11	2	-1	-1	-17	-9	6	4	13
Cn1ccnc1C(=O)Cc1ccc([N+](=O)[O-])cc1	-19	-9	2	1	7	.	-25	-7	-12	7	7
CC(C)c1cccc(-c2csc(C(C)(O)c3ccc(F)c(F)c3)n2)c1 (stereo not drawn)	7	2	-6	-10	14	.	11	-6	23	13	13
CCOC(=O)c1c(C)c(-c2ccccc2)n(CC(=O)NCCCN(CC)CC)c1C	-9	2	-32	9	-7	-7	5	11	-17	19	6
CC(C)c1ccc(/C=C2\NC(=O)NC2=O)cc1	-40	-2	12	21	-15	6	-10	-36	18	-34	-16
CCOc1ccc(CCN2C(=S)N([C@@H](Cc3ccc(O)cc3)CN3CCC[C@@H]3CN3C(=S)NC[C@@H]3CC(C)C)C[C@@H]2Cc2ccccc2)cc1	13	-4	-3	-6	10	.	25	-5	-36	-2	-3
O=C(NC1CCCCC1)Oc1ccccc1	3	-47	1	-1	-8	-17	-20	-21	-19	-31	-12
COc1ccc(C(=O)Nc2ccccc2C(=O)Nc2cccc(C)n2)cc1	-42	-14	-6	40	-22	13	-1	-3	-6	16	-9
NC(=O)CCCSc1nc2ccccc2[nH]1	-25	9	-4	0	-2	-12	-2	-4	-4	14	-4
Cc1ccc(NC(=O)c2cccc(OCc3c(C)noc3C)c2)c(C)c1	-22	-20	2	16	10	22	-13	1	4	-20	-3
Cc1nnc(SCCCN2C(=O)c3ccccc3C2=O)o1	5	12	4	-14	-27	-14	-11	-10	0	5	13
Cc1cc(C(=O)N/N=C/c2cccc3ccccc23)c(C)o1	-46	-53	7	5	-45	-9	-2	-57	-7	4	-6
COc1ccc(-c2csc(NC(=S)NC(=O)/C=C/c3ccc(C(C)C)cc3)n2)cc1OC	18	70*	9	-5	-12	26	14	-22	66*	-1	9
CC1CN(CCc2ccccc2)C(C)C/C1=N/O (stereo not drawn)	-19	2	15	8	-15	15	46	10	-2	10	-28
O=[N+]([O-])c1ncn(Cc2ccccc2Cl)n1	12	-13	-8	3	-13	-3	8	-5	0	20	-4
Cc1cnc(C(=O)OC(C)C(=O)c2c(C)[nH]c3ccccc23)cn1 (stereo not drawn)	-12	0	2	3	-6	-4	23	6	8	-7	-9
COc1cccc(CNCCO)c1OCc1ccccc1	10	-24	10	-3	9	-8	-2	1	-34	-12	36
CC1=C(C(=O)OCc2ccccc2)C(c2cccc([N+](=O)[O-])c2)NC(=O)N1CCCCCC(=O)O (stereo not drawn)	18	0	4	-4	-5	-6	3	0	-3	5	-4
COc1ccc(C2C3=C(CC(C)(C)CC3=O)Oc3ncn(CCO)c(=N)c32)cc1OC (stereo not drawn)	18	-8	-4	-1	0	9	-6	20	14	7	2
COC(=O)c1ccc2c(=O)[nH]c(COC(=O)c3c(-c4ccccc4Cl)noc3C)nc2c1	-9	-3	3	6	-20	-3	27	-6	-1	-4	-18
Cc1cccc(N=C2NC(=O)/C(=C/c3cccnc3)S2)c1	7	1	-18	-24	-5	6	30	-1	-8	-20	8
C=CCNC(=O)C1CCN(S(=O)(=O)CC)CC1	-4	-8	-10	-1	-4	8	8	13	21	-2	9
CCc1ccc(NC(=O)C(C)Sc2nc(-c3ccco3)c(C#N)c(=O)[nH]2)cc1 (stereo not drawn)	-8	-24	1	-5	-2	0	-4	-11	7	-8	-14
COc1cc(C(=O)Nc2cccc(NC(=O)c3ccccc3)c2)cc(OC)c1OC	-20	-9	-9	-5	19	13	-15	2	9	-3	-14
CCOc1ccc(NC(=O)COc2ccc3c(c2)CCC3)cc1OC	17	15	3	-14	4	-6	18	-11	-13	-9	-6
CCOC(=O)c1c(-c2ccccc2)csc1NC(=O)c1ccc(N2C(=O)CCC2=O)cc1	-10	14	-57*	1	-7	0	69*	8	30	0	2
CN1CCN(C2CN(CCc3ccccc3)S(=O)(=O)C2)CC1 (stereo not drawn)	-11	3	5	-9	-48	.	-6	3	-17	5	-2
O=S(=O)(c1ccccc1)N1CCN(C(=S)NCc2ccccc2)CC1	-3	-3	12	11	4	-2	1	9	-4	4	12
Cc1ccc(S(=O)(=O)N(C)Cc2ccc(C(=O)N/N=C/c3ccc(OC(F)F)cc3)cc2)cc1	11	8	-41	15	-6	-2	35	1	-62	5	2
C/C(=N\NC(=O)c1ccccc1C)c1cccnc1	-1	-16	19	-7	8	-7	-15	-34	-8	-17	1
COc1cccc(Cn2cnc3c(sc4nc(C)cc(C)c43)c2=O)c1	-8	5	3	3	4	-17	-16	10	-7	1	-10
Oc1c(C=C2N=c3ccccc3=N2)sc(=S)n1-c1ccc2ccccc2c1	-30	31	-1	28	-22	-1	10	-8	4	-11	3
O=C(N[C@H]1CCC(=O)N([C@H](CSc2ccccc2)Cc2ccccc2)CC1)OCc1ccccc1	8	-2	-1	-5	15	8	12	13	-10	0	8
Cc1ccc(S(=O)(=O)N2CCC(NC(=O)c3ccccc3)CC2)cc1	5	1	-2	-10	6	-11	-2	15	-7	6	11
O=C(/C=C/c1ccccc1[N+](=O)[O-])NCc1cccnc1	-1	-13	-6	2	3	-4	12	-13	10	-8	14
COc1ccc(C(=O)N2CCN(S(=O)(=O)c3ccc(C)cc3)CC2)cc1S(=O)(=O)N1CCOCC1	6	2	-6	-3	6	-4	20	11	-5	-4	8
CSc1nsc(SC)c1NC(=O)OC1CCCCC1	-11	0	3	7	1	2	4	-22	1	12	8
Cc1ccc(S(=O)(=O)N2CCC(C(=O)Nc3nnc(-c4ccco4)s3)CC2)cc1	11	15	-15	6	4	-6	13	13	-20	7	8
N#C/C(=N\Nc1cccc(F)c1)C(=N)N1CCCCCC1	-62	-33	-2	26	-111	-38	-4	-166	7	-51	-82
CCc1nnc(NS(=O)(=O)c2ccc(NC(=O)/C=C/c3ccc(OC)cc3OC)cc2)s1	-9	-15	0	0	8	-8	8	0	4	-3	5
